Source: PubChem
POLK inh: DNA polymerase kappa (human) inhibition | Potency, µM (series often up to 107 µM), without a hit: at the highest dose activity, negative = inhibition, actives largely listed as inhibitors | AID 588579 | purified Pol kappa, fluorescent DNA synthesis assay, 10 min | 400,000 tested, 0.53% active; note: % is set by controls: 0 for no effect and ±100 for the full control effect
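Kinetic fluorescence readout at 0 and 10 min followed reaction start with substrate at 50 nM final. Beforehand, enzyme (10 nM Pol kappa) stood 15 min with compound at room temperature; buffer-only wells were negative controls.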
POLB inh: blocks human DNA polymerase beta activity. AID 485314. 340,000 tested, 1.3% active. Pol beta primer extension/strand displacement, fluorescence kinetic. Potency, µM (doses to about 114 µM), for inactives: top-dose activity change, negative = inhibition, usual class: inhibitors; note: % is set by controls: 0 for no effect and ±100 for the full control effect
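Homogeneous kinetic assay of primer extension and strand displacement by 10 nM Pol beta, preincubated 15 min at room temperature with compound before 50 nM substrate (final) was added. Read at 0 and 10 min; four-parameter Hill fit.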
BAZ2B inh: blocks human BAZ2B. AID 504333. 360,000 tested, 4.4% active. Potency, µM (highest dose often 114 µM), for the others: top-dose activity change, negative = inhibition, usual class: inhibitors. AlphaScreen BAZ2B-H3K14Ac peptide displacement; note: % is set by controls: 0 for no effect and ±100 for the full control effect; nearly all actives have a fitted effect of over 60% in size
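Complex of BAZ2B and biotin-H3K14Ac (50 nM apiece) forms over 30 min at RT, then faces library compounds up to 110 uM for another 30 min; AlphaScreen beads added, 20 min dark incubation, luminescence read.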
Pol eta inh: DNA polymerase eta (human) inhibition; Q9Y253; recombinant Pol eta, fluorescent DNA replication assay; Potency, µM (highest dose often 114 µM), inactives show top-dose activity change, negative = inhibition, actives largely listed as inhibitors; 390,000 tested, 1.2% active; note: % is set by controls: 0 for no effect and ±100 for the full control effect
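Pol eta at 10 nM preincubated with compounds 15 min at room temperature; reaction started with fluorescent substrate (50 nM final) and read kinetically at 0 and 10 min.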
POLI inh: blocks human DNA polymerase iota activity; 390,000 tested, 1% active; Potency, µM (series often up to 115 µM), for inactives: at the top dose activity, negative = inhibition, actives largely listed as inhibitors; AID 588590; Pol iota fluorescent replication assay, 10 min; Q9UNA4
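Pol iota at 10 nM preincubated 15 min with compounds at room temperature; reaction started with fluorescent substrate, 50 nM final. Fluorescence read kinetically at 0 and 10 min; buffer-only wells as negative control.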
G9a block: G9a (human) methyltransferase inhibition | 350,000 tested, 8.8% active | Q96KQ7 | G9a H3K9 monomethylation, AlphaScreen, 2 h | Potency, µM (top dose mostly 102 µM), without a hit: at the top dose activity, negative = inhibition, usual class: inhibitors; note: % is set by controls: 0 for no effect and ±100 for the full control effect; nearly all actives have a fitted effect of over 75% in size
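Quantitative HTS format: methyltransferase activity on a biotin-tagged H3K9 peptide is measured by AlphaScreen, using a rabbit anti-monomethyl-H3K9 antibody with streptavidin donor and anti-IgG acceptor beads. Final levels are 20 nM enzyme, 500 nM peptide, 20 uM SAM; 2 h RT.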
JMJD2A Tudor: JMJD2A Tudor domain (human) inhibition. O75164. AlphaScreen JMJD2A-Tudor / H3K4me3 peptide binding. Potency, µM (highest dose often 114 µM), for inactives: at the highest dose activity change, negative = inhibition, usual class: inhibitors. 390,000 tested, 4.4% active. AID 504339; note: % is set by controls: 0 for no effect and ±100 for the full control effect; nearly all actives have a fitted effect of over 50% in size
APE1 inh: APE1 (human) endonuclease inhibition | P27695 | recombinant APE1, TAMRA/BHQ-2 abasic DNA cleavage fluorescence | Potency, µM (top dose mostly 65.8 µM), for inactives: top-dose activity change, negative = inhibition, actives largely listed as inhibitors | 350,000 tested, 0.35% active;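 note: plate controls were vehicle for no effect and reference inhibitor for full effect; nearly all actives have a fitted effect of over 55% in size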
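Kinetic fluorescence read (525 ex/598 em nm, three reads 60 s apart) of AP-site incision; signal = third minus first read. Enzyme 0.75 nM, dual-labelled THF duplex 50 nM, compound preincubation 15 min RT.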
BLM helicase inh: inhibitors of human Bloom syndrome helicase BLM | recombinant BLM DNA unwinding, fluorescence dequenching | 350,000 tested, 0.2% active | Potency, µM (doses to about 56.1 µM), for the others: at the highest dose activity change, negative = inhibition, hits mostly inhibitors | P54132 | AID 2528;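 note: plate controls were vehicle for no effect and no enzyme for full effect; nearly all actives have a fitted effect of over 35% in size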
Numbers without * were called inactive; u = inconclusive; x = not tested or not shown; & = joins results of further samples; [ ] = dose if it differs, or a comment. Calls come from the whole dose curve; as a rule, active = well fitted curve in the direction sought with a large enough effect; inconclusive = small, poorly fitted or top-dose-only effect, or another doubt; inactive = no such curve, though single readings can be large; an effect the other way counts as inactive or inconclusive. Potency is the fitted concentration of half-maximal effect.

Assay codes – A = POLK inh; B = POLB inh; C = BAZ2B inh; D = Pol eta inh; E = POLI inh; F = G9a block; G = JMJD2A Tudor; H = APE1 inh; I = BLM helicase inh
Structure: CCCC1O[C@@H]2C[C@H]3[C@@H]4CCC5=CC(=O)C=C[C@]5(C)[C@H]4[C@@H](O)C[C@]3(C)[C@]2(C(=O)CO)O1 (some centres not stated)
  A: -5%[60.1 µM] | B: 3% | C: -2% | D: -2% | E: -4% | F: -15%[59 µM] | G: -22% | H: -9% | I: -12%
Structure: Cc1cc(O)c2c(c1)C(O)(C1OC(CO)C(O)C(O)C1O)c1cccc(O)c1C2=O (configuration not stated)
  A: 0% | B: -9% | C: -2% | D: -6% | E: 17% | F: u | G: -9% | H: 1% | I: -1%
Structure: Cc1ccccc1C(=O)NNC(=S)NC(=O)c1cccs1
  A: -3% | B: -1% | C: -1% | D: -6% | E: 24% | F: u | G: -1% | H: 5% | I: -1%
Structure: COc1ccc(CCNC(=O)C2CCN(S(=O)(=O)N3CCC4(CC3)OCCO4)CC2)cc1OC
  A: -10% | B: 3% | C: 2% | D: -23% | E: 19% | F: 6% | G: -2% | H: 10% | I: 4%
Structure: Cc1nc2ccccc2c(N)c1C(=O)/C=C/c1ccccc1
  A: 1% | B: 50% | C: -5% | D: -5% | E: u | F: x | G: -32% | H: -4% | I: -10%
Structure: COC(=O)c1ccc(-c2nc(-c3ccc(OC)c(OC)c3)no2)cc1
  A: 0% | B: 2% | C: 2% | D: -26% | E: 24% | F: 9%[59 µM] | G: 3% | H: x | I: -2%
Structure: CCOc1cc2[nH]c(=O)n(Cc3ccc(C(=O)N4CCN(c5cccc(Cl)c5)CC4)cc3)c(=O)c2cc1OCC
  A: -6%[60.1 µM] | B: 25% | C: -11% | D: -8% | E: 2% | F: 12%[59 µM] | G: -21% | H: x | I: -16%
Structure: N#Cc1cnc(NN)nc1
  A: -19% | B: 8% | C: 22µM* | D: 1% | E: u | F: 50µM* | G: 0.79µM* | H: -3% | I: -9%
Structure: CC1CCC(NC(=O)C(NS(=O)(=O)c2cccc3nsnc23)C(C)C)CC1 (configuration not stated)
  A: 3% | B: 9% | C: -3% | D: -12% | E: 44%[activator] | F: 20% | G: -18% | H: 23% | I: 1%
Structure: NC(=O)CC(NC(=O)c1ccccc1)c1ccc(N2CCC(Br)CC2)c([N+](=O)[O-])c1 (configuration not stated)
  A: -2% | B: 36% | C: 4% | D: -18% | E: -21% | F: -10%[12.7 µM] | G: -9% | H: 3% | I: -3%
Structure: CCN(C1CCCCC1)S(=O)(=O)c1c(C)n(C)c(=O)n(C)c1=O
  A: -21% | B: x | C: 9% | D: -14% | E: -8% | F: -41% | G: -13% | H: -10% | I: x
Structure: COc1cc(C)ccc1OCCCCN1CC(C)OC(C)C1 (configuration not stated)
  A: -4% | B: 3% | C: 50µM* | D: 7% | E: -2% | F: 8.9µM* | G: 35µM* | H: 4% | I: -3%
Structure: COc1ccc(C(OC(=O)c2ccco2)C(=O)NCc2ccco2)cc1 (configuration not stated)
  A: -22% | B: -6% | C: -7% | D: -8% | E: 21% | F: -9%[59 µM] | G: -30% | H: 16% | I: -7%
Structure: Oc1cccc(/C=N/Nc2ccc(Cl)nn2)c1
  A: 2% | B: 8% | C: -5% | D: -16% | E: 24% | F: -14% | G: -5% | H: 9% | I: -2%
Structure: CCCn1c(N)c(N(CCOC)C(=O)c2cc(-c3ccco3)nc3ccccc23)c(=O)[nH]c1=O
  A: -38% | B: 45µM* | C: u | D: u | E: 56µM* | F: 40µM* | G: u | H: -4% | I: -15%
Structure: Cc1ccc(NC(=O)CN(CCc2ccccc2)S(C)(=O)=O)cc1
  A: -16% | B: 36% | C: 11% | D: -20% | E: 22% | F: x | G: -8% | H: -13% | I: -4%
Structure: Cc1cc(Nc2ccccc2)cc(=O)n1C
  A: 17% | B: x | C: x | D: -19% | E: 28% | F: x | G: -3% | H: x | I: x
Structure: CCN(CC)c1ccc(C(=O)n2cnc3ccccc32)cc1
  A: -13% | B: 16% | C: 10% | D: -10% | E: 9% | F: -3%[12.7 µM] | G: 20% | H: -5% | I: -5%
Structure: COc1ccc(CNCC(C)NCc2ccc(OC)c(OC)c2)cc1OC (configuration not stated)
  A: -11% | B: 6% | C: -1% | D: 9% | E: 3% | F: -13% | G: -18% | H: -4% | I: 5%
Structure: Cc1cccc(-c2noc(CNC(=O)Nc3ccc(F)cc3)n2)c1
  A: -25% | B: 1% | C: -14% | D: -29% | E: 17% | F: -45% | G: -15% | H: 4% | I: -8%
Structure: N#C/C(=C\c1ccc(C(=O)O)cc1)c1nc2sc3c(c2c(=O)[nH]1)CCCC3
  A: u | B: 50µM* | C: 45µM* | D: 20µM* | E: u | F: 40µM* | G: u | H: u | I: u
Structure: CCCC(=O)N1CC(=O)Nc2ccc(Br)cc2C1c1ccc(F)cc1 (configuration not stated)
  A: -19% | B: 13% | C: -10% | D: -8% | E: -4% | F: 4% | G: -6% | H: 21% | I: -3%
Structure: Cc1ccc(S(=O)(=O)N2CCc3ccccc3C2CC(=O)O)cc1 (configuration not stated)
  A: 19% | B: 12% | C: -16% | D: -11% | E: -11% | F: 79µM* | G: 1% | H: 1% | I: 9%
Structure: N/C(=N\OC(=O)c1ccc(Cl)c(Cl)c1)c1cccc(CSc2ccccn2)c1
  A: -11% | B: 25% | C: 45%[activator] | D: -16% | E: -4%[58.9 µM] | F: 204%[activator] | G: 33% | H: -6% | I: 1%
Structure: CCCCCCn1cc(C(=O)OCC)c(=O)c2cc(F)c(F)cc21
  A: -7% | B: -12% | C: 1% | D: -9% | E: -2%[58.9 µM] | F: -5% | G: 4% | H: 3% | I: 0%

Next section.
Assay codes – A = POLK inh; B = POLB inh; C = BAZ2B inh; D = Pol eta inh; E = POLI inh; F = G9a block; G = JMJD2A Tudor; H = APE1 inh; I = BLM helicase inh
Structure: N#CC(CC(=O)c1ccc(F)cc1)c1ccc2c(c1)OCO2 (configuration not stated)
  A: -9% | B: -19% | C: 18% | D: -1% | E: 88%[activator] | F: 13%[2.33 µM] | G: 13% | H: 34% | I: -6%
Structure: Cc1cccc(CN2C(=O)c3ccccc3Sc3ccc(C(=O)O)cc32)c1
  A: -4% | B: 5% | C: 0% | D: -2% | E: -14% | F: u | G: -12% | H: -1% | I: -3%
Structure: Fc1ccccc1C(c1nnnn1C1CCCC1)N1CCN(Cc2ccccc2)CC1 (configuration not stated)
  A: -5% | B: u | C: -24% | D: 0% | E: -2% | F: u | G: -31% | H: 1% | I: -1%
Structure: CCOC(=O)C1C(=O)NC(c2ccccc2)=NC1c1cccc(Br)c1 (configuration not stated)
  A: 4% | B: 10% | C: -17% | D: -2% | E: 20% | F: 18% | G: -9% | H: -4% | I: -10%
Structure: Cc1cccc(Oc2ccc(Cl)cc2N)c1
  A: -18% | B: -19% | C: 10% | D: -5% | E: -15% | F: -8% | G: 13% | H: -4% | I: -8%
Structure: COc1ccc([N+](=O)[O-])cc1C(=O)NC1CCN(Cc2ccccc2)CC1
  A: 8% | B: x | C: x | D: 0% | E: -18% | F: x | G: -1% | H: x | I: x
Structure: O=C(O)/C=C/c1cccc(NS(=O)(=O)c2ccccc2)c1
  A: -2% | B: 1% | C: 7% | D: -14% | E: 154%[activator] | F: 14%[59 µM] | G: -4% | H: 2% | I: -1%
Structure: COc1ccc(C(=O)OCC(=O)NC2CC2)cc1F
  A: 1% | B: x | C: x | D: -4% | E: -25% | F: x | G: -3% | H: 20% | I: x
Structure: COc1ccccc1CNC(=O)COC(=O)c1ccc(C)s1
  A: 2% | B: x | C: 0% | D: -18% | E: 10% | F: 29%[12.7 µM] | G: 7% | H: 31% | I: x
Structure: CC(C)COc1ccc(C(=O)N2C(=O)c3ccc(N)cc3C2=O)cc1
  A: -15% | B: 1% | C: u | D: 2% | E: 36%[activator] | F: x | G: -15% | H: 10% | I: -5%
Structure: CCOc1ccc(NC(=O)CSc2nc3ccsc3c(=O)n2CCCCCC(=O)O)cc1
  A: -10%[60.1 µM] | B: 0% | C: -3% | D: -1%&-4% | E: 7% | F: -5%[59 µM] | G: -11% | H: x | I: 3%
Structure: COc1ccc(NC(=O)CCNS(=O)(=O)c2ccc(NC(C)=O)cc2)cc1Cl
  A: -14% | B: 34% | C: 3% | D: -9% | E: -17% | F: -24% | G: -13% | H: 10% | I: 1%
Structure: CC(C)n1c(NCc2ccc(Cl)cc2)nc2ccccc21
  A: 7% | B: u | C: 3% | D: -9% | E: 48%[activator] | F: x | G: -5% | H: 11% | I: -1%
Structure: Cn1nnnc1SCC(=O)N(C1CCCCC1)C1CCS(=O)(=O)C1 (configuration not stated)
  A: 4% | B: 4% | C: -3% | D: -25% | E: 144%[activator] | F: 8% | G: -5%[11.4 µM] | H: 29% | I: 0%
Structure: CCOc1ccc(N(CC(=O)Nc2ccc(F)c(F)c2)S(=O)(=O)c2c(C)noc2C)cc1
  A: 18% | B: -15% | C: 12% | D: -11% | E: 32%[activator] | F: -13% | G: -5% | H: -9% | I: 0%
Structure: CCN(CC)c1ccc(/C=N/N2CCN(Cc3ccccc3Cl)CC2)c(O)c1
  A: 7% | B: 17% | C: 10µM* | D: -19% | E: -1% | F: 11µM* | G: 32µM* | H: 0% | I: -1%
Structure: Cc1cccc2sc(NC(=O)CCNC(=O)c3ccco3)nc12
  A: 4% | B: x | C: -5% | D: -6% | E: 22% | F: -30% | G: -13% | H: 14% | I: x
Structure: COCCN1C(=O)c2ccccc2C(C(=O)N2CCN(c3ccccc3)CC2)C1c1ccc(F)cc1 (configuration not stated)
  A: -14% | B: 26% | C: -1% | D: -6% | E: 25% | F: -47%[59 µM] | G: -14% | H: 9% | I: -2%
Structure: O=C(CSc1nnc(-c2ccco2)o1)NC1CCCCC1
  A: 3% | B: 8% | C: u | D: -8% | E: -1% | F: 25% | G: 13%[57.1 µM] | H: 2% | I: -6%

Compound profiles (already shown). Screens in order: POLK inh | POLB inh | BAZ2B inh | Pol eta inh | POLI inh | G9a block | JMJD2A Tudor | APE1 inh | BLM helicase inh
Results for CC(C)n1c(NCc2ccc(Cl)cc2)nc2ccccc21 → 7% | u | 3% | -9% | 48%[activator] | x | -5% | 11% | -1%
Results for CCN(CC)c1ccc(/C=N/N2CCN(Cc3ccccc3Cl)CC2)c(O)c1 → 7% | 17% | 10µM* | -19% | -1% | 11µM* | 32µM* | 0% | -1%
Results for COc1ccc(C(=O)OCC(=O)NC2CC2)cc1F → 1% | x | x | -4% | -25% | x | -3% | 20% | x

The list is partial (hit frequency here may not be typical).
